PI5P4K alpha inh – inhibitors of human PI5P4K alpha; AID 652105; hit rate 1.2% among 330,000; max response, %; P48426; PI5P4Kalpha enzyme, ADP-Glo luminescence, 60 min; stronger effect = lower value; active = max response of -50% or lower; inconclusive = between -30% and -50%; inactive = -30% or higher; also: value at the top dose of about 77 µM; % is scaled to controls: 0 for no effect and ±100 for the full control effect
Target sequence (P48426 whole entry, looked up): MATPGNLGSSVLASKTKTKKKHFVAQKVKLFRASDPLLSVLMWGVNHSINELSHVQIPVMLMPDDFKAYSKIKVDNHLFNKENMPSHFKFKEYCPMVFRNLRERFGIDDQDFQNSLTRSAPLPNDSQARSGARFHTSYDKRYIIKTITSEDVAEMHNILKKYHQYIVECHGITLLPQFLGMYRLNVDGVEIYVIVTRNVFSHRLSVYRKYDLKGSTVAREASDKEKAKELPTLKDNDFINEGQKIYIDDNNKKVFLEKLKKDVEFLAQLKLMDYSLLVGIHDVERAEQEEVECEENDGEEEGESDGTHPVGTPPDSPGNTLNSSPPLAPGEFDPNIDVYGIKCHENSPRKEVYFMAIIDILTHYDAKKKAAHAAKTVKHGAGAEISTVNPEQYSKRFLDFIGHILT
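Single end-point luminescence (ADP-Glo) quantified ADP from PI5P4Kalpha turnover; ATP 5 microM final, 1 h at RT, 0.1% CHAPS and 0.28 mM EGTA in HEPES pH 7.4.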
CCT modulator – changes cytosolic chaperonin activity | purified chaperonin ATPase assay, HTRF ADP detection, 30 min | activity change, % (test concentration not listed), hits read low | hit rate 0.3% among 360,000 | AID 651819; in the data active = activity change below about -30%; also: % is scaled to controls: 0 for no effect and ±100 for the full control effect
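Enzyme 40 or 20 nM (batch-dependent) in Tris pH 7.4/KCl/MgCl2/DTT; cpd 76 uM single point; ATP 10 uM; 30 min 37 °C; Transcreener ADP HTRF detection, 30 min RT; ratio 665/615.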
EPAC2 ag – activates human EPAC2 exchange factor | hit rate 0.079% among 360,000 | Potency, µM (titrated, usually from 154 µM), without a hit: at the highest dose activation, actives largely listed as activators | Q8WZA2 | EPAC2 activation, biochemical qHTS; response scale: 100% = 6.5 mM cAMP response; also: potency is read from the fitted curve at half-maximal effect; nearly all actives have a fitted effect of over 50% in size
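Exchange assay: 100 nM EPAC2 with 250 nM Rap1B-BODIPY-GDP and 50 uM GDP. Fluorescence (ex 480/em 540 nm) read every 5 min for 30 min at room temperature. Data normalized to 6.5 mM cAMP as agonist control.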
IL2 activator – activators of IL-2; activation, % (series mostly up to about 46 µM); hit rate 0.065% among 360,000; IL-2 activation reporter assay, cell-based qHTS; stimulated with anti-CD3/CD4/CD28 beads; in transgenic mouse T cells; AID 652025; in the data active = activation above about 50%; inconclusive = mostly about 30% to 49%; also: 0% is about no effect
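Readout: EGFP and DsRed signals by fluorescent plate cytometry. Unstimulated transgenic mouse T cells received compound 60 min before antibody-bead stimulation, then incubated 18 h at 37 degrees C.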
EPAC1 antagonist – blocks human EPAC1 exchange factor | O95398 | EPAC1 GEF assay, Rap1b-BODIPY-GDP exchange fluorescence | Potency, µM (highest dose often 115 µM), without a hit: top-dose activity change, negative = inhibition, most hits filed as inhibitors | hit rate 0.14% among 360,000;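 also: potency is read from the fitted curve at half-maximal effect; plate controls were vehicle for no effect and positive control for full effect; nearly all actives have a fitted effect of over 50% in size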
PLK1 PBD block – blocks phosphopeptide binding to human PLK1 polo-box domain; P53350; Plk1 PBD binding of FITC phosphopeptide, fluorescence polarization; Potency, µM, without a hit: max response, negative = inhibition, most hits filed as inhibitors; hit rate 2.8% among 360,000; AID 720504; also: potency is read from the fitted curve at half-maximal effect; series mostly up to about 57 µM; % is scaled to controls: 0 for no effect and ±100 for the full control effect; nearly all actives have a fitted effect of over 65% in size
Target sequence (P53350 whole entry, looked up, the tested form may be a part): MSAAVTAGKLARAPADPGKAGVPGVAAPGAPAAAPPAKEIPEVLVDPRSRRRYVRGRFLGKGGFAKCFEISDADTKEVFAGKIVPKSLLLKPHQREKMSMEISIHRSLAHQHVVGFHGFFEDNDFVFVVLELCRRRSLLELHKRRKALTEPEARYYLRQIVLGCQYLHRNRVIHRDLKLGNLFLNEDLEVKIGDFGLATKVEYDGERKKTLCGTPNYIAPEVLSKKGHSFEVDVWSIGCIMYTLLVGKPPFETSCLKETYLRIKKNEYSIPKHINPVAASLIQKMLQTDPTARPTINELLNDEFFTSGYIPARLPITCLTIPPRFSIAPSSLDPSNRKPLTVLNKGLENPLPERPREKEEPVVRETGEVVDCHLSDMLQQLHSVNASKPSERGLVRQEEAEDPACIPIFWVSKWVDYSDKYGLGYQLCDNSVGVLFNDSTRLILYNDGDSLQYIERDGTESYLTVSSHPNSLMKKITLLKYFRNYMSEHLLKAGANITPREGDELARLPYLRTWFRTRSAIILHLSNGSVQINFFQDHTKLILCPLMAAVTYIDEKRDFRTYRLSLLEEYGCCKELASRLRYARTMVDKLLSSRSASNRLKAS
WRN helicase inh – blocks human WRN helicase. WRN helicase unwinding, fluorescent forked duplex, kinetic. AID 651768. hit rate 0.46% among 360,000. Q14191. Potency, µM (top dose mostly 114 µM), inactives show at the top dose activity change, negative = inhibition, actives largely listed as inhibitors; also: potency is read from the fitted curve at half-maximal effect; % is scaled to controls: 0 for no effect and ±100 for the full control effect; nearly all actives have a fitted effect of over 55% in size
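Kinetic fluorescence helicase assay: unwinding of a quenched forked DNA duplex (100 nM final) with 2 mM ATP final raises red fluorescence (525/598 nm). Compounds sat 15 min at room temperature with 20 nM WRN beforehand.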
EPAC1 ag – EPAC1 (human) agonism | hit rate 0.073% among 360,000 | O95398 | Potency, µM (series often up to 154 µM), inactives show top-dose activation, actives largely listed as activators | EPAC1 agonist qHTS, biochemical assay; response scale: 100% = response to 6.5 mM cAMP; also: potency is read from the fitted curve at half-maximal effect; nearly all actives have a fitted effect of over 60% in size
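Fluorescent GDP-exchange assay: 100 nM EPAC1 with 250 nM Rap1B preloaded with BODIPY-GDP and 50 uM GDP; compounds tested as concentration series, 5 min at room temperature, then read every 5 min for 30 min (ex 480/em 540 nm); normalized to 6.5 mM cAMP.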
* hit, by the source's call; ? = inconclusive; nt = no result given; [ ] = another dose, or the depositor's remark. Unless noted, calls follow the shape of the dose curve; as a rule, active = well fitted curve in the direction sought with a large enough effect; inconclusive = small, poorly fitted or top-dose-only effect, or another doubt; inactive = no such curve, though single readings can be large; an effect the other way counts as inactive or inconclusive.

item	SMILES	EPAC2 ag	IL2 activator	WRN helicase inh	PI5P4K alpha inh	PLK1 PBD block	EPAC1 ag	EPAC1 antagonist	CCT modulator
1	S=C(Nc1cccc2ccccc12)Nc1cccc2ccccc12	1%	-0.7	4%	-8	-24%	-3%	9%	-0.4
2	O=C(Nc1ccc([N+](=O)[O-])cc1)c1cc2ccccc2nc1Cl	4%	-0.5	-2%	2	-12%	2%	-7%	-2.2
3	COC(=O)c1sc(N2C(=O)C(O)=C(C(=O)c3ccc(C)o3)C2c2ccc(OC)c(OC)c2)nc1C (stereo unspecified)	-14%	-0.6	-2%	-9	-12%	2%	9%	0.3
4	CC1Cc2cc(/C(O)=C3/C(=O)C(=O)N(CCCN(C)C)C3c3ccncc3)ccc2O1 (stereo unspecified)	0%	-0.4	7%	-2	-1%	-1%	3%	-3.0
5	Cc1cc(C)c(OCC(=O)NCC2CCCO2)c(C)c1 (stereo unspecified)	6%	-1.0	-8%	-10	-3%	10%	-26%	-1.9
6	Nc1ccc2c(c1)COc1ccccc1O2	4%	-0.5	-15%	nt	-1%	4%	3%	0.7
7	CC(C)Nc1nc(NC(C)C)nc(N(C)N)n1	0%	-0.9	-4%	0	-8%	8%	0%	-3.7
8	Cn1c(NC(=O)c2ccc(Cl)cc2Cl)cc(=O)n(C)c1=O	3%	2.3	5%	2	-4%	-3%	-5%	0.5
9	O=C(NC(c1ccccc1)c1ccccc1)C1CCCO1 (stereo unspecified)	-1%	0.6	-7%	2	-17%	7%	-6%	1.1
10	O=S(=O)(c1cccs1)N1CCN(Cc2nc3ccccc3s2)CC1	23%	0.9	-8%	nt	-1%	15%	-10%	-0.2
11	CCOc1ccc(C(=O)C(C)OC(=O)Cn2c(C)csc2=O)cc1 (stereo unspecified)	-1%	-0.9	-4%	1	3%	3%	-11%	0.4
12	CCOC(=O)c1ccc(NC(=S)N(CCN2CCCCCC2)Cc2cccs2)cc1	7%	-3.0	1%[57.1 µM]	3	7%	9%	-3%	1.1
13	CCS(=O)(=O)c1ccc2oc(SCC(=O)c3c(N)n(C4CC4)c(=O)[nH]c3=O)nc2c1	2%	-0.2	8%	-8	-5%	-5%	-19%	-0.5
14	CCOC(=O)C1CN(S(=O)(=O)c2ccccc2)CCN1S(=O)(=O)c1ccccc1 (stereo unspecified)	3%	-0.8	4%	nt	2%	10%	18%	-0.7
15	C=CCNC(=O)/C=C/c1ccc(C(C)C)cc1	8%	0.4	-21%[57.1 µM]	-6	7%	6%	-1%	-3.3
16	O=C(Cc1ccccc1)Nc1cccc(NC(=O)c2ccccc2)c1	-10%	0.8	-3%	0	-21%	4%	-22%	1.5
17	NS(=O)(=O)c1ccc(CCNC(=O)c2ccc(Cl)c(S(=O)(=O)NCc3ccco3)c2)cc1	11%	0.1	-1%	6	-7%	10%	11%	-3.6
18	CCC(C(=O)Nc1c(C)cccc1C)n1c(-c2cnc(C)cn2)nc2ccccc21 (stereo unspecified)	1%	0.7	2%	-3	-1%	-3%	-10%	nt
19	COc1ccccc1OCCOc1ccc(/C=N/n2cnnc2)cc1	-4%	-0.3	-7%	1	-4%	2%	0%	-3.8
20	O=C(O)c1cccc(Sc2ccc(Br)cc2C(=O)O)c1	5%	0.2	-29%	-4	-12%	3%	2%	-1.6
21	Cc1ccc(CC(=O)NCCCn2ccnc2)cc1	5%	-1.2	8%	8	-1%	-1%	-18%	0.0
22	COc1cccc(C(=O)Nc2ccc(S(=O)(=O)Nc3onc(C)c3C)cc2)c1	-3%	2.0	-22%	3	-4%	-7%	2%	-0.2
23	COc1ccc(Cl)cc1C(=O)NCC(C)C	5%	0.2	9%	7	-8%	1%	-2%	-3.8
24	O=[N+]([O-])c1ccc(NC(=S)N2CCN(S(=O)(=O)c3ccccc3)CC2)cc1	11%	0.0	-14%	-6	-12%	-9%	-15%	-2.9
25	CN1CCN(C(=O)c2cccc(COc3cc(Cl)ccc3Cl)c2)CC1	-2%	-2.9	3%	nt	0%	3%	6%	1.0
26	C=CCn1c(N)c(C(=O)OC(C)(C)C)c2nc3ccccc3nc21	6%	-0.7	-11%	4	2%	0%	-3%	0.8
27	CC(CN1CCOCC1)OC(=O)C(c1ccccc1)c1ccccc1 (stereo unspecified)	-13%	-1.6	-7%[57.1 µM]	9	-1%	2%	-2%	1.2
28	CCN(CC)CC(=O)NCC1(c2ccccc2)CCOCC1	16%	-3.0	11%	1	-14%	3%	-3%	0.4
29	CCCN(CCC)CCNC(=O)CN1C(=O)COc2ccc(S(=O)(=O)N3CCOCC3)cc21	4%	0.5	-2%	0	-12%	-2%	-16%	0.8
30	CN1C(=O)C(N=Nc2ccccc2C(=O)O)N(C)C1=S (stereo unspecified)	0%	-0.6	23%[57.1 µM]	-9	?	-20%	?	-1.3
31	COc1ccc(-c2cccc(-c3cc(=O)oc4cc5c(cc34)OCO5)c2)cc1	11%	-0.3	-6%	-1	-1%	20%	-3%	-0.7
32	Cn1nnnc1SCC(=O)Nc1ccccn1	-2%	-0.9	-6%	nt	?	13%	1%	-0.2
33	CN=C1NN=C(c2cc(C)n(-c3c(C)n(C)n(-c4ccccc4)c3=O)c2C)CS1	-1%	1.5	-4%	-8	-12%	0%	0%	1.5
34	COc1cc(/C=C(\NC(=O)c2cc(OC)c(OC)c(OC)c2)C(=O)NC(C(=O)O)c2ccccc2)cc(OC)c1OC (stereo unspecified)	7%	-0.3	-33%	2	-1%	2%	9%	0.6
35	CCCN1CCN(CCCNC(=O)c2cc3c(=O)oc4ccc(C)cc4c3s2)CC1	-4%	-3.1	3%	-3	-1%	-5%	4%	1.5
36	Cc1ccc(S(=O)(=O)N(CC(=O)Nc2cccc(N(C)S(C)(=O)=O)c2)c2ccc(Cl)c(Cl)c2)cc1	4%	-0.9	-13%	nt	-7%	20%	3%	-1.4
37	O=C(CNc1ccccc1)N/N=C/c1c(O)ccc2ccccc12	5%	-2.0	-3%	-5	4%	8%	9%	0.9
38	COC(=O)[C@]12CCCCC=C1N(CCC1=CCCCC1)C(=O)[C@H](CC(=O)N1CCN(C(=O)c3ccco3)CC1)C2	1%	-0.4	-4%	1	-1%	5%	-8%	0.0
39	Cc1csc(N(C(=O)Cc2ccccc2F)c2ccccc2)n1	3%	-0.2	-12%	3	1%	-3%	-25%	0.4
40	O=C(CN1C(=O)CCSc2ccc(S(=O)(=O)N3CCOCC3)cc21)Nc1ccccc1Cl	8%	1.4	-5%	?	-14%	-1%	-31%	-0.4
41	CC1=C(C(=O)Nc2ccccc2C(=O)NC2CCCCC2)SCCO1	7%	-2.5	10%	3	-6%	1%	-4%	-8.0
42	COc1ccc(CNc2nc3c(c(=O)[nH]c(=O)n3C)n2Cc2ccccc2)cc1	4%	0.5	-1%	6	0%	-1%	-7%	0.6
43	CC1CCCCN1S(=O)(=O)c1cccc2cccnc12 (stereo unspecified)	7%	0.5	2%	-1	-25%	4%	-4%	2.0
44	O=C(Nc1ccc(SC(F)(F)F)cc1)c1ccccn1	-2%	1.2	6%	11	-13%	-1%	-10%	-15
45	FC(F)(F)c1cc(-c2ccco2)nc(-n2nnc3ccccc32)n1	7%	-1.4	-2%	nt	-16%	9%	7%	-1.7
46	CCCCC(=O)N1CCCC(c2nc3c(nnn3Cc3cc(C)ccc3C)c(=O)[nH]2)C1 (stereo unspecified)	-4%	-0.7	2%	nt	-10%	-2%	0%	-3.6
47	COc1ccc(CCNC(=O)c2ccc(SC)cc2OC)cc1	1%	-0.7	-10%	4	-11%	-5%	-14%	1.2
48	c1ccc(CCNc2ccc3nncn3n2)cc1	3%	-0.5	8%	0	2%	-5%	-3%	1.3
49	COc1ccc(NC(=O)c2ccc3c(c2)C(=O)N(CC2CCCO2)C3=O)cc1O (stereo unspecified)	0%	-0.7	-25%	-1	-7%	-6%	3%	-1.0
50	COc1ccc2[nH]cc(CCNC(=O)c3ccc4ccccc4n3)c2c1	6%	-0.3	-11%	1	-3%	17%	-12%	-0.3

(more compounds)
item	SMILES	EPAC2 ag	IL2 activator	WRN helicase inh	PI5P4K alpha inh	PLK1 PBD block	EPAC1 ag	EPAC1 antagonist	CCT modulator
51	Cc1cccc(C)c1NC(=O)CN(C)C(=O)c1ccccc1C(=O)N(C)Cc1ccccc1	1%	0.0	-6%	-2	0%	-6%	3%	-0.1
52	CCCNC(=O)C1(C)CCN(Cc2ccc(C)c3ccccc23)C1 (stereo unspecified)	2%	-1.0	5%[57.1 µM]	2	-19%	-11%	-19%	-0.3
53	COc1ccc(S(=O)(=O)N/N=C(/C)c2cccc(NC(=O)c3ccccc3Cl)c2)cc1	9%	-3.8	-10%	3	-4%	15%	-3%	-1.6
54	COc1ccc(NC(=O)C2CCN(S(=O)(=O)c3ccc(N4CCCC4=O)cc3)CC2)c(OC)c1	-13%	-2.0	-7%	-2	5%	-10%	2%	0.0
55	CCOC(=O)c1c(N)sc(C(=O)Nc2ccc3c(c2)OCO3)c1C	-3%	-0.8	-14%	-11	-4%	1%	2%	-1.5
56	COC(=O)Cc1c(O)ccn(CCc2ccc(OC)c(OC)c2)c1=O	8%	-4.6	7%	4	-7%	2%	-11%	-0.3
57	COc1ccc(CCN2CC34C=CC(O3)C(C(=O)NCc3ccccc3)C4C2=O)cc1OC (stereo unspecified)	-7%	-1.2	2%	-1	-12%	9%	3%	-1.6
58	CCCCC(=O)N(C)c1c(C)nc2ccc(C(=O)NCc3ccccc3OC)cn12	12%	-0.4	5%	0	-1%	-5%	-5%	0.2
59	COc1ccc(NS(=O)(=O)c2cc(NC(=O)[C@@H](NC(N)=O)C(C)C)ccc2C)cc1	2%	0.4	3%	0	-13%	-5%	-27%	0.4
60	O/N=C1/C2C3C(Br)C4C5CC(C1C53)C24 (stereo unspecified)	0%	-0.4	-18%[57.1 µM]	-3	0%	-2%	-5%	-0.4

Not all compounds are listed. The share of hits here may be higher or lower than overall.
